Screening results: PubChem, Southern Research Specialized Biocontainment Screening Center
VEEV TC-83 Vero = inhibitors of VEEV TC-83 cytopathic effect, confirmation, Vero cells (AID 588727); Vero cells, VEEV TC-83 cytopathic effect inhibition; higher % means a stronger effect; inhibition, % at 20 µM; hits with a dose series show IC50 in µM; 0.13% of 350,000 active; in the data active = a potency from the dose series; inconclusive = inhibition mostly from about 14% at the one dose, without a potency; inactive = the rest, 99 in 100 with inhibition below about 12%; note: strong numbers were not always called active
M. tuberculosis = growth inhibition of non-replicating M. tuberculosis (AID 488890); Mycobacterium tuberculosis non-replicating, growth inhibition; higher % means a stronger effect; one-dose inhibition, % at 25 µM; IC50 in µM for titrated hits; 0.39% of 320,000 active; in the data active = a potency from the dose series; inconclusive = inhibition mostly from about 82% at the one dose, without a potency; inactive = the rest, 99 in 100 with inhibition below about 76%;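 note: plate controls were DMSO cells for no effect and high antibiotic wells for full effect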
H37Rv inhibition = M. tuberculosis growth inhibition, HTS (AID 449762). inhibition, % at 25 µM, or IC50 in µM where a hit was titrated. 0.59% of 330,000 active. M. tuberculosis H37Rv growth inhibition, 7H9 media; higher % means a stronger effect; in the data active = a potency from the dose series; inconclusive = inhibition above about 70% without an active follow-up result;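 note: bacterial growth assessed after seven days of incubation; strong numbers were not always called active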
PhoP GFP inhibition = Inhibition of PhoP regulon, Salmonella typhi GFP reporter cells, confirmation, 4 h (AID 1850) | Salmonella Typhi PhoP-promoter GFP reporter, fluorescence, 4 h; higher % means a stronger effect | inhibition, % at 50 µM, or IC50 in µM where a hit was titrated | 0.33% of 310,000 active; in the data active = a potency from the dose series; inconclusive = inhibition mostly from about 25% at the one dose, without a potency; inactive = the rest, 99 in 100 with inhibition below about 19%;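 note: 0% = induced wells with vehicle and 100% = uninduced wells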
influenza NS1A = H1N1 influenza NS1A inhibitors, functional cell based assay (AID 504329); NS1A functional cell-based assay, percent inhibition; higher % means a stronger effect; 0.3% of 340,000 active; inhibition, % at 12.5 µM, or IC50 in µM where a hit was titrated; in the data active = a potency from the dose series; inconclusive = inhibition above about 27% without an active follow-up result; note: strong numbers were not always called active
VEEV TC-83 Vero 10K pilot screen = further read-out of VEEV TC-83 Vero, marked with its call; inhibition, %; measured here: 10K pilot screen inhibition
Active calls of the source: *; i = inactive; u = inconclusive; x = no result given.

SMILES	VEEV TC-83 Vero	M. tuberculosis	H37Rv inhibition	PhoP GFP inhibition	influenza NS1A	others
CC(C)CN1C(=O)C(=O)N(CC(=O)Nc2cc(Cl)ccc2Oc2ccccc2)C1=O	1.0%	15.4%	-7.9%	2.0%	-5.6%
O=C(Nc1ccc(F)cc1)c1cc2ccccc2o1	0.3%	u	6.4%	9.3%	7.5%
Cc1ccc(S(=O)(=O)NCCC(=O)N2CCN(Cc3ccccc3)CC2)cc1	i	13.6%	4.6%	13.5%	-14.7%
CC1(C(=O)NNC(=O)c2cccc([N+](=O)[O-])c2)CC1(Br)Br (stereo not given)	i	1.7%	-3.2%	-2.2%	-3.0%
CC(=O)Nc1cccc2c1C(=O)N(c1ccc(C)cc1)C2=O	0.7%	11.2%	2.4%	-10.2%	16.0%
C=C(C)C(=O)N1CCN(C(=O)C(=C)C)c2ccccc21	1.6%	x	x	x	4.5%
COc1ccc(-c2nc3nc(C)c(Cc4ccccc4)c(=O)n3[nH]2)cc1	2.4%	-3.6%	0.2%	-4.8%	0.1%
CCNc1nc(NC(C)(C)C)nc(Oc2ccc(=O)n(-c3ccccc3)n2)n1	7.7%	24.6%	0.1%	0.7%	5.5%
C/C(=N\Nc1cccc2cccnc12)c1ccccn1	0.1%	i	u	-2.4%	4.4%
CN(C(=O)c1ccc(NC(=O)Cc2cccc(NC(=O)C3CCN(C(=O)C4CC4)CC3)c2)cc1)C1CC1	i	x	x	x	-10.3%
COc1ccc(C(=O)NC(NC(=S)Nc2ccc(S(N)(=O)=O)cc2)C(Cl)(Cl)Cl)cc1 (stereo not given)	5.4%	13.0%	-5.7%	-3.6%	7.1%
COc1ccc(N2C(=O)c3ccccc3NC23CCCC3)cc1	1.1%	-21.1%	-0.4%	-19.6%	3.0%
Nc1cc(-c2ccc(OC(F)(F)F)cc2)nn1-c1ccc(Cl)c(Cl)c1	2.2%	2.9%	5.1%	-13.8%	x
COc1cc(-c2nc(-c3ccc(Br)o3)no2)cc(OC)c1OC	10.4%	x	5.3%	13.1%	10.6%
CN(C)c1nn(C(=O)Nc2cccc(C(F)(F)F)c2)cc1-c1ccccc1	i	-2.1%	-11.1%	18.7%	2.5%
CC(=O)Nc1ccc(S(=O)(=O)NC2CC(=O)N(c3ccc4c(c3)OCCO4)C2)cc1 (stereo not given)	1.0%	4.6%	-0.9%	2.0%	-11.8%
COc1ccc(COc2cc(-c3cccc(OC)c3)nc3ccc(NC(=O)C(C)C)cc23)cc1	0.9%	-4.8%	10.8%	19.0%	-5.5%
Cc1ccccc1NC(=O)c1cccc2nc3ccccc3nc12	8.3%	75.8%	u	-2.4%	5.2%
CC(C)(C)c1cc(N2CCOCC2)n2ncc(-c3ccccc3)c2n1	1.3%	-3.2%	3.1%	6.8%	19.2%
O=C(CSc1nccc(=O)[nH]1)c1ccccc1Br	i	26.0%	-10.1%	0.6%	21.7%

Structures shown so far containing bromine (three):
SMILES	VEEV TC-83 Vero	M. tuberculosis	H37Rv inhibition	PhoP GFP inhibition	influenza NS1A	others
CC1(C(=O)NNC(=O)c2cccc([N+](=O)[O-])c2)CC1(Br)Br (stereo not given)	i	1.7%	-3.2%	-2.2%	-3.0%
COc1cc(-c2nc(-c3ccc(Br)o3)no2)cc(OC)c1OC	10.4%	x	5.3%	13.1%	10.6%
O=C(CSc1nccc(=O)[nH]1)c1ccccc1Br	i	26.0%	-10.1%	0.6%	21.7%

(cont.)
SMILES	VEEV TC-83 Vero	M. tuberculosis	H37Rv inhibition	PhoP GFP inhibition	influenza NS1A	others
CCc1nnc(NC(=O)CSc2nccn2-c2cccc(C)c2C)s1	2.9%	51.8%	3.9%	-5.9%	20.3%
CCC1(CCO)C(=O)NC(=S)NC1=O	0.7%	x	x	x	-2.6%
Cc1ccc(S(=O)(=O)N2[C@@H](c3ccc(Cl)cc3)C(C(=O)O)=CC[C@H]2c2ccc(Cl)cc2)cc1	0.5%	31.7%	-5.2%	4.8%	-10.8%
Cc1ccc(S(=O)(=O)N2[C@@H](c3ccc(Br)cc3)C(C(=O)O)=CC[C@H]2c2cccs2)cc1	0.3%	10.2%	-1.7%	x	-4.6%
COc1ccc([N+](=O)[O-])cc1N(CC(O)CN(C)C)S(=O)(=O)c1ccc(C)cc1 (stereo not given)	0.3%	27.1%	2.4%	2.8%	-10.0%
O=C(COC(=O)COc1ccccc1)Nc1ccc(Br)cc1F	23.8%	10.1%	-0.7%	x	-5.6%
CSc1nnc(N2C(=O)C(O)=C(C(=O)c3ccco3)C2c2ccc(F)cc2)s1 (stereo not given)	0.9%	33.0%	2.4%	11.9%	-6.7%
CN1CCN(c2nc(-c3cccs3)nc3ccccc23)CC1	10.7%	3.1%	3.0%	-3.6%	0.1%
O=C(NNC(=O)c1csc(N2CCOCC2)n1)c1ccc(=O)[nH]c1	1.3%	2.3%	-7.0%	x	-5.7%
CCOC(=O)C1(Cc2ccccc2Cl)CCN(C(=O)c2cc(C)on2)CC1	0.4%	-2.6%	5.8%	-9.3%	-2.0%

Random excerpt: 2 records from the list.
SMILES	VEEV TC-83 Vero	M. tuberculosis	H37Rv inhibition	PhoP GFP inhibition	influenza NS1A	others
O=C(NNC(=O)c1csc(N2CCOCC2)n1)c1ccc(=O)[nH]c1	1.3%	2.3%	-7.0%	x	-5.7%
Cc1ccc(S(=O)(=O)N2[C@@H](c3ccc(Br)cc3)C(C(=O)O)=CC[C@H]2c2cccs2)cc1	0.3%	10.2%	-1.7%	x	-4.6%

The listing picks up, starting three compounds before the break.
SMILES	VEEV TC-83 Vero	M. tuberculosis	H37Rv inhibition	PhoP GFP inhibition	influenza NS1A	others
CN1CCN(c2nc(-c3cccs3)nc3ccccc23)CC1	10.7%	3.1%	3.0%	-3.6%	0.1%
O=C(NNC(=O)c1csc(N2CCOCC2)n1)c1ccc(=O)[nH]c1	1.3%	2.3%	-7.0%	x	-5.7%
CCOC(=O)C1(Cc2ccccc2Cl)CCN(C(=O)c2cc(C)on2)CC1	0.4%	-2.6%	5.8%	-9.3%	-2.0%
CC(NC(=O)CN(C)CC(=O)Nc1ccccc1Br)c1ccccc1 (stereo not given)	i	-12.3%	-3.8%	x	-13.6%
COC(=O)c1sccc1NC(=O)c1cccnc1	2.5%	-14.2%	-11.3%	-9.5%	4.9%
CC(NC(=O)CCNS(=O)(=O)c1cccc2nonc12)c1ccccc1 (stereo not given)	2.5%	21.6%	7.6%	7.9%	6.9%
O=C(O)[C@@H]1CCCN1C(=O)CCc1c[nH]c2ccccc12	0.1%	-35.4%	-7.9%	-0.8%	-5.6%
C=CCn1c(-c2ccc([N+](=O)[O-])cc2)n[nH]c1=S	0.6%	-12.8%	3.0%	11.6%	-13.5%
Cc1c(C(=O)NC2CC(=O)N(c3ccc4c(c3)OCCO4)C2)cccc1[N+](=O)[O-] (stereo not given)	2.7%	-7.4%	-3.4%	5.5%	-5.0%
Cc1ccc(S(=O)(=O)N2[C@@H](c3ccccc3F)C(C(=O)O)=CC[C@H]2c2ccc3c(c2)OCO3)cc1	0.8%	8.6%	-12.1%	0.5%	-9.2%
COCCNC(=O)C(=O)c1cc(C)n(-c2ccc([N+](=O)[O-])cc2)c1C	i	6.7%	-4.6%	3.0%	-5.6%
O=S(=O)(c1cccc(Cl)c1)N1CCCC1	1.4%	-2.4%	-11.7%	-10.6%	-0.5%
COc1ccc(C(=O)C2CCCN(Cc3ccccn3)C2)c(OC)c1 (stereo not given)	i	21.8%	4.4%	-0.6%	-6.3%
CC[N+](CC)(CC)CCCCOc1ccc2c(c1)C(=O)c1cc(OCCCC[N+](CC)(CC)CC)ccc1-2	6.9%	u	u	5.9%	5.0%
Cc1cc(C)cc(N(C(=O)Cn2nnc(-c3ccccc3)n2)C(C(=O)NC2CCCCC2)c2ccccn2)c1 (stereo not given)	2.1%	-10.1%	14.1%	-6.3%	-9.4%
CC1(c2nnc(-c3ccncc3)o2)CC(c2ccc(Cl)cc2)=NO1 (stereo not given)	i	66.7%	u	-8.6%	7.4%	VEEV TC-83 Vero 10K pilot screen=0.0
CSc1nc2c(c(C(F)(F)F)n1)CC(C)CC2 (stereo not given)	1.6%	-2.4%	4.9%	0.4%	2.1%
O=C(NCc1ccncc1)c1ccc(NS(=O)(=O)c2ccc(F)cc2)cc1	4.1%	17.2%	-3.7%	x	-1.1%
CCOC(=O)c1c(NC(=O)CN2CCCCC2)sc2c1CCCC2O (stereo not given)	9.3%	u	u	x	5.2%
COc1cc2c(cc1OC)C(C)N(C(=O)Nc1ccccc1)CC2 (stereo not given)	i	-10.4%	0.2%	-4.6%	-8.2%
CCN(CC(=O)Nc1c(F)cccc1F)C(=O)c1cc(S(=O)(=O)N2CCOCC2)ccc1N1CCCC1	8.3%	-1.6%	-3.3%	0.8%	-11.0%
CSc1cccc(NC(=O)CN(C)S(=O)(=O)c2cnc[nH]2)c1	1.5%	-8.5%	0.0%	6.9%	-4.5%
CCOC(=O)C(Sc1ncc(C#N)c(N)n1)C(C)C (stereo not given)	i	-7.6%	-1.1%	-1.4%	-31.8%
CCOc1ccccc1C1CC(=O)Nc2cc(C)c(C)cc21 (stereo not given)	2.7%	5.0%	7.1%	0.6%	-2.6%
CCCCc1cc(=O)oc2c(C)c(OCc3nn[nH]n3)ccc12	9.1%	0.1%	-1.8%	-7.9%	-1.0%
CCOC(=O)c1ccc(NC(=O)C(=O)NCCc2ccc(OC)cc2)cc1	0.3%	10.8%	0.5%	5.8%	-1.8%
CC(C)c1nc(Cl)c(C#N)c2c1CCC2	1.4%	-4.3%	8.1%	3.1%	-12.8%
CCC(=O)Oc1ccc(NC(=O)c2ccco2)cc1	i	20.7%	5.7%	4.3%	-1.8%
Cc1ccc(CN2CCN(Cc3ccc(Oc4ncccn4)cc3)CC2CCO)cc1 (stereo not given)	i	67.1%	5.6%	-0.7%	-22.2%
FC(F)(F)c1ccc(Oc2ccccc2Cl)nc1	0.7%	15.5%	3.4%	-4.4%	3.5%
COc1ccc(CCNC(=O)CCC(=O)N2CCN(S(=O)(=O)c3ccccc3)CC2)cc1OC	i	17.1%	18.0%	-10.1%	-19.8%
O=C(CN1C(=O)c2ccccc2S1(=O)=O)NCc1ccccc1	0.4%	-11.3%	-3.7%	3.6%	10.2%
CC(C)Nc1ccc(Nc2ccnc3cc4ccccc4cc23)cc1	i	u	u	21.2%	u
O=C(NCC[C@@H]1C[C@@H]2C=C[C@H]1C2)c1cc(COc2ccc(F)cc2F)on1	1.8%	45.2%	16.5%	1.7%	6.2%
Cc1cccc(C)c1N(CC(=O)N/N=C/c1cc(Br)c(C)o1)S(C)(=O)=O	0.1%	30.6%	1.5%	-1.9%	17.4%
CCOC(=O)C1=C(C)NC(C)=C(C(=O)OCC)C1c1ccco1	4.8%	3.5%	-7.5%	-2.5%	9.8%
O=C(Nc1nncs1)C1c2ccccc2Oc2ccccc21	0.7%	0.9%	1.1%	0.0%	1.6%
Cc1cc(C)n(S(=O)(=O)c2cccc([N+](=O)[O-])c2)n1	0.5%	-14.4%	2.3%	4.8%	-1.8%
COc1cccc(CNC(=O)Cn2ccc3cc(S(=O)(=O)N4CCC(C)CC4)ccc32)c1	4.4%	18.9%	4.9%	5.6%	2.4%
O=[N+]([O-])c1cc(C2Nc3cccc4cccc(c34)N2)ccc1Cl	10.2%	-13.1%	12.8%	-9.8%	3.5%
CCC(=O)Nc1cc(C)c(NC(=O)c2ccco2)cn1	0.8%	-3.9%	-7.7%	2.4%	23.6%
CCc1ncc(CN2CCCC(C(=O)Nc3cccc(-c4ccc(F)cc4)c3)C2)cn1 (stereo not given)	2.3%	54.0%	15.9%	-4.2%	6.2%
NS(=O)(=O)c1ccc2nc(NC(=O)c3ccncc3)sc2c1	1.0%	10.6%	13.7%	-5.6%	-1.9%
COc1ccc(Cl)cc1S(=O)(=O)NC(C)C(=O)NCCN1CCOCC1 (stereo not given)	0.4%	x	x	x	-16.4%
CCN1CCN(c2cc(C(C)(C)C)nc3c(-c4ccccc4)c(C)nn23)CC1	i	u	u	2.2%	1.2%
CCCCc1c(O)nc(SCC(=O)N2CCCCCC2)[nH]c1=O	1.6%	0.8%	0.6%	2.2%	12.3%
O=C(Nc1cc2c(cc1Br)OCCO2)c1cccs1	1.7%	5.0%	-4.8%	5.7%	-3.0%
Cc1ccc(C(=O)NNC(=O)Cn2ccc(C(F)(F)F)n2)o1	1.4%	-3.2%	-1.5%	-10.4%	-4.7%
COC(=O)c1ccc(CN2C(=O)NC3(CCCc4ccccc43)C2=O)o1 (stereo not given)	0.9%	6.1%	0.3%	1.3%	0.0%
C[C@H](NC(=O)c1ccco1)C(=O)Nc1nnc(SCc2ccccc2)s1	2.2%	13.6%	2.5%	x	-4.1%
